Screening results from PubChem BioAssay.
AMPAR-TARP mod – modulators of GluA2-stargazin AMPA receptor complexes, primary screen, cell-based, membrane potential dye | hit rate 3.5% among 40,000 | calls only at 30 µM | HEK293 GluA2+stargazin, membrane potential dye (FDSS), glutamate EC50; hits were called plate by plate, in both directions;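 active = any of four per-well response measures lying three or more SD from its plate-wide compound average, in either direction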
Target sequence (O88602 whole entry, looked up): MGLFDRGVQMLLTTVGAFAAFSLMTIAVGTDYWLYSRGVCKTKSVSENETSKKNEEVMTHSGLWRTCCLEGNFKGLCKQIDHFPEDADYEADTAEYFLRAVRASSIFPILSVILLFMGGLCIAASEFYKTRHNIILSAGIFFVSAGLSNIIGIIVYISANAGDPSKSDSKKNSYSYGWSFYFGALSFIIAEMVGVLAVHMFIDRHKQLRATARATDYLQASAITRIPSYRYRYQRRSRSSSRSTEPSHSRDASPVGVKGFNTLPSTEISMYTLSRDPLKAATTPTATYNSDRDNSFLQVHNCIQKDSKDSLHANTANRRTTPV
Target sequence (P19491 whole entry, looked up): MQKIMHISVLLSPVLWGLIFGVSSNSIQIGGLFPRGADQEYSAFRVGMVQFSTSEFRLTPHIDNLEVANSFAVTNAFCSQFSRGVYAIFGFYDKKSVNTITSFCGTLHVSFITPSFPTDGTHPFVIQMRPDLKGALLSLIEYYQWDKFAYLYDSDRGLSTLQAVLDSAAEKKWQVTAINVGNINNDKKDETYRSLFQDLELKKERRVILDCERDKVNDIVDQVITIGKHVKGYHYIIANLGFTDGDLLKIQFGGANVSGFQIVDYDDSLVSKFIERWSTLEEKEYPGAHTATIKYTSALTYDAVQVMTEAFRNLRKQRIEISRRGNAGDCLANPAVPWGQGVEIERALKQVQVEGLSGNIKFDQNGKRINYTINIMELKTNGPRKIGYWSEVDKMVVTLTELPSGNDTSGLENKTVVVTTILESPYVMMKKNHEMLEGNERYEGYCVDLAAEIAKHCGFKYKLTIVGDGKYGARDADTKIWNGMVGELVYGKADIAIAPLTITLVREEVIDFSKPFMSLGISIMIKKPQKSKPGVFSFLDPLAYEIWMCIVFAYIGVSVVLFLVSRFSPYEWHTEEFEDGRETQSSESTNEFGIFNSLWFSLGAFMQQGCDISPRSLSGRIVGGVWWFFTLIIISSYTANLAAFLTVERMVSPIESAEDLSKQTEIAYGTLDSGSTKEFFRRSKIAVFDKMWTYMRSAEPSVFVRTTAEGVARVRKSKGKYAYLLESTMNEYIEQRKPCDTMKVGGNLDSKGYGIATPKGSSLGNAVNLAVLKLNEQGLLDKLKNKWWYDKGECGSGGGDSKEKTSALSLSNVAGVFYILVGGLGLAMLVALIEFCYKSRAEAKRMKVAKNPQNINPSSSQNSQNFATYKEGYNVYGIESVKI
AMPAR-TARP mod agonism max-min – recorded beside AMPAR-TARP mod, whose call it bears; compound max-min signal; compound-alone response (agonism);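 unitless range of fluorescence divided by baseline over first 100 seconds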
AMPAR-TARP mod glutamate slope – also measured in AMPAR-TARP mod; calls as there; glutamate slope, % of max; measured here: glutamate response slope, % max;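 scaled per plate between vehicle wells and maximal 1 mM glutamate control wells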
The depositor's hits bear a star. These rows are one share of the data, so the mix of outcomes need not match the whole.

COc1cccc(NC(=O)c2ccc(S(=O)(=O)N(C)C)cc2)c1 was read as AMPAR-TARP mod inactive, AMPAR-TARP mod agonism max-min 0.12 and AMPAR-TARP mod glutamate slope 55.
For COc1ccc(N2CC(c3nc4ccccc4n3Cc3ccc(C)cc3)CC2=O)cc1 (centres undefined) the results were AMPAR-TARP mod inactive, AMPAR-TARP mod agonism max-min 0.076 and AMPAR-TARP mod glutamate slope 82.
COc1ccc(Cl)cc1NC(=O)C(=O)NCC(c1ccco1)N(C)C (centres undefined) was read as AMPAR-TARP mod inactive, AMPAR-TARP mod agonism max-min 0.073 and AMPAR-TARP mod glutamate slope 94.
`O=C(NCCOc1ccc(F)cc1)c1csc(-c2cnccn2)n1` gave AMPAR-TARP mod inactive, AMPAR-TARP mod agonism max-min 0.15 and AMPAR-TARP mod glutamate slope 62.
`O=S(=O)(Cc1ccc(F)cc1)NCC(O)(c1ccco1)C1CC1` (centres undefined) gave AMPAR-TARP mod inactive, AMPAR-TARP mod agonism max-min 0.13 and AMPAR-TARP mod glutamate slope 63.
For CCOC(=O)c1c(C(C)(C)C)oc2ccc(OC(=O)N3CCOCC3)cc12 the results were AMPAR-TARP mod inactive, AMPAR-TARP mod agonism max-min 0.11 and AMPAR-TARP mod glutamate slope 69.
For O=C(NCCc1c[nH]c2ccccc12)C1CN(c2nc3c(F)cccc3s2)C1 the results were AMPAR-TARP mod inactive, AMPAR-TARP mod agonism max-min 0.14 and AMPAR-TARP mod glutamate slope 58.
For O=C(NCC1COC2(CCCC2)O1)C(=O)Nc1cccc([N+](=O)[O-])c1 (centres undefined) the results were AMPAR-TARP mod inactive, AMPAR-TARP mod agonism max-min 0.064 and AMPAR-TARP mod glutamate slope 54.
For COc1ccc(S(=O)(=O)CC(=O)Nc2c(C(N)=O)oc3ccccc23)cc1 the results were AMPAR-TARP mod inactive, AMPAR-TARP mod agonism max-min 0.032 and AMPAR-TARP mod glutamate slope 28.
COc1cccc(C2C(C(=O)Nc3ccc(F)cc3)=C(C)NC3=C2C(=O)CC(c2ccccc2)C3)c1OC (centres undefined) was read as AMPAR-TARP mod inactive, AMPAR-TARP mod agonism max-min 0.12 and AMPAR-TARP mod glutamate slope 34.
Cc1ccc(C)c(-c2ccc(=O)n(CC(=O)Nc3ccccc3[N+](=O)[O-])n2)c1 was read as AMPAR-TARP mod inactive, AMPAR-TARP mod agonism max-min 0.12 and AMPAR-TARP mod glutamate slope 90.
`CCn1ccnc1N1CCN(C(=O)c2cccc(Cl)c2)CC1` gave AMPAR-TARP mod inactive, AMPAR-TARP mod agonism max-min 0.059 and AMPAR-TARP mod glutamate slope 67.
Cn1nc2c(c1NC(=O)C1CCCN(S(=O)(=O)c3ccc(Cl)s3)C1)CCC2 (centres undefined) was read as AMPAR-TARP mod inactive, AMPAR-TARP mod agonism max-min 0.1 and AMPAR-TARP mod glutamate slope 47.
COCCNC(=O)C(=O)NCCC(O)C(C)(C)C (centres undefined) was read as AMPAR-TARP mod inactive, AMPAR-TARP mod agonism max-min 0.15 and AMPAR-TARP mod glutamate slope 46.
NC(=O)c1ccc(NC(=O)C(=O)Nc2ccc(Cl)c(N3CCCS3(=O)=O)c2)cc1 was read as AMPAR-TARP mod inactive, AMPAR-TARP mod agonism max-min 0.11 and AMPAR-TARP mod glutamate slope 56.
CC(C)Cc1ccc(S(=O)(=O)Cc2nc(-c3ccccc3Cl)no2)cc1 was read as AMPAR-TARP mod inactive, AMPAR-TARP mod agonism max-min 0.077 and AMPAR-TARP mod glutamate slope 50.
For Cc1cccc(C)c1NC(=O)CCCn1nc(-c2ccc(Cl)cc2)ccc1=O the results were AMPAR-TARP mod inactive, AMPAR-TARP mod agonism max-min 0.043 and AMPAR-TARP mod glutamate slope 67.
For Cc1cn(C)nc1C(=O)Nc1nc2ccc(S(C)(=O)=O)cc2s1 the results were AMPAR-TARP mod active, AMPAR-TARP mod agonism max-min 0.32* and AMPAR-TARP mod glutamate slope 64*.
For O=C(CC(C(=O)O)N1CCOCC1)Nc1ccc(Oc2ccccc2)cc1 (centres undefined) the results were AMPAR-TARP mod inactive, AMPAR-TARP mod agonism max-min 0.059 and AMPAR-TARP mod glutamate slope 75.
Screening COc1ccc(OC)c(-c2nnc3ccc(OCCNC(=O)Nc4cccs4)nn23)c1 returned AMPAR-TARP mod inactive, AMPAR-TARP mod agonism max-min 0.12 and AMPAR-TARP mod glutamate slope 62.
O=C(CC1CSc2nc3c(cnn3-c3ccccc3)c(=O)n21)NC1CCCC1 (centres undefined) was read as AMPAR-TARP mod inactive, AMPAR-TARP mod agonism max-min 0.05 and AMPAR-TARP mod glutamate slope 53.
Screening Cn1c(=O)c2c(nc(NCc3ccco3)n2Cc2ccc(F)cc2)n(C)c1=O returned AMPAR-TARP mod inactive, AMPAR-TARP mod agonism max-min 0.068 and AMPAR-TARP mod glutamate slope 38.
For CCCN1C(SCC(=O)Nc2cc(OC)ccc2OC)=NS(=O)(=O)c2ccccc21 the results were AMPAR-TARP mod inactive, AMPAR-TARP mod agonism max-min 0.1 and AMPAR-TARP mod glutamate slope 57.
For CC(=O)OC(CN(Cc1ccco1)S(C)(=O)=O)Cn1c2ccccc2c2ccccc21 (centres undefined) the results were AMPAR-TARP mod inactive, AMPAR-TARP mod agonism max-min 0.05 and AMPAR-TARP mod glutamate slope 69.
COc1ccccc1NC(=O)CCCn1nc(-c2ccco2)ccc1=O was read as AMPAR-TARP mod inactive, AMPAR-TARP mod agonism max-min 0.067 and AMPAR-TARP mod glutamate slope 54.
Screening Cc1c(Cl)cccc1NC(=O)CN1N=NC2C(=O)N(c3ccc(Br)cc3)C(=O)C21 (centres undefined) returned AMPAR-TARP mod inactive, AMPAR-TARP mod agonism max-min 0.04 and AMPAR-TARP mod glutamate slope 48.
COc1ccc(-c2ccc(=O)n(CCCC(=O)Nc3ccc(F)c(Cl)c3)n2)cc1OC was read as AMPAR-TARP mod inactive, AMPAR-TARP mod agonism max-min 0.064 and AMPAR-TARP mod glutamate slope 39.
Nc1c(C(=O)Nc2cc(Cl)ccc2Cl)nnn1-c1ccc(F)cc1 was read as AMPAR-TARP mod inactive, AMPAR-TARP mod agonism max-min 0.1 and AMPAR-TARP mod glutamate slope 62.
For O=C(NCCC(O)c1cccs1)c1ccc2nsnc2c1 (centres undefined) the results were AMPAR-TARP mod inactive, AMPAR-TARP mod agonism max-min 0.1 and AMPAR-TARP mod glutamate slope 57.
`COc1cccc(NC(=O)CSC2=NC3(CCCCC3)Nc3ccccc32)c1` gave AMPAR-TARP mod inactive, AMPAR-TARP mod agonism max-min 0.11 and AMPAR-TARP mod glutamate slope 59.
Screening COc1cn(CC(=O)N2CCc3ccccc32)c(CSc2nnc(C)s2)cc1=O returned AMPAR-TARP mod inactive, AMPAR-TARP mod agonism max-min 0.087 and AMPAR-TARP mod glutamate slope 58.
For CSc1cccc(NC(=O)C(=O)NCCCO)c1 the results were AMPAR-TARP mod inactive, AMPAR-TARP mod agonism max-min 0.097 and AMPAR-TARP mod glutamate slope 52.
Screening CCOC(=O)c1sc2cccc(F)c2c1S(=O)(=O)Nc1ccc2c(c1)OCCO2 returned AMPAR-TARP mod inactive, AMPAR-TARP mod agonism max-min 0.081 and AMPAR-TARP mod glutamate slope 53.
CCN1CCN(C(=O)c2cc3c(=O)n4cc(C)ccc4nc3n2C)CC1 was read as AMPAR-TARP mod inactive, AMPAR-TARP mod agonism max-min 0.15 and AMPAR-TARP mod glutamate slope 71.
`CC(C)Oc1ccc(C=NCCC2(c3ccccc3)CCOC(C)(C)C2)cc1` (centres undefined) gave AMPAR-TARP mod inactive, AMPAR-TARP mod agonism max-min 0.075 and AMPAR-TARP mod glutamate slope 34.
`CCc1cccc2sc(N(Cc3ccccn3)C(=O)CCS(=O)(=O)c3ccc(OC)cc3)nc12` gave AMPAR-TARP mod inactive, AMPAR-TARP mod agonism max-min 0.077 and AMPAR-TARP mod glutamate slope 76.
Screening COC(=O)c1ccc(Cn2nc(-c3ccc(Cl)cc3)ccc2=O)cc1 returned AMPAR-TARP mod inactive, AMPAR-TARP mod agonism max-min 0.11 and AMPAR-TARP mod glutamate slope 92.
For COc1ccc(NC(=O)C2CCCCC2)cc1N1CCCCC1=O the results were AMPAR-TARP mod inactive, AMPAR-TARP mod agonism max-min 0.022 and AMPAR-TARP mod glutamate slope 33.
`COc1ccc(-c2ccc(N3CCN(C(=O)c4cccc(F)c4)CC3)nn2)cc1` gave AMPAR-TARP mod inactive, AMPAR-TARP mod agonism max-min 0.12 and AMPAR-TARP mod glutamate slope 62.
`COc1cccc(NC(=O)c2csc(NS(=O)(=O)c3cccs3)n2)c1` gave AMPAR-TARP mod inactive, AMPAR-TARP mod agonism max-min 0.059 and AMPAR-TARP mod glutamate slope 38.

Continued, overlapping the part above by 2 compounds.
`COc1ccc(-c2ccc(N3CCN(C(=O)c4cccc(F)c4)CC3)nn2)cc1` gave AMPAR-TARP mod inactive, AMPAR-TARP mod agonism max-min 0.12 and AMPAR-TARP mod glutamate slope 62.
`COc1cccc(NC(=O)c2csc(NS(=O)(=O)c3cccs3)n2)c1` gave AMPAR-TARP mod inactive, AMPAR-TARP mod agonism max-min 0.059 and AMPAR-TARP mod glutamate slope 38.
COc1ccc(-c2coc3c4c(ccc3c2=O)OCN(CCCOC(C)C)C4)cc1 was read as AMPAR-TARP mod inactive, AMPAR-TARP mod agonism max-min 0.09 and AMPAR-TARP mod glutamate slope 52.
For COc1cc(S(=O)(=O)N2CCN(CCO)CC2)ccc1Cl the results were AMPAR-TARP mod inactive, AMPAR-TARP mod agonism max-min 0.079 and AMPAR-TARP mod glutamate slope 54.
`CC(C)c1nnc(C2CCN(C(=O)NC3CCCCC3)CC2)o1` gave AMPAR-TARP mod inactive, AMPAR-TARP mod agonism max-min 0.086 and AMPAR-TARP mod glutamate slope 61.
Screening O=C(c1ccc2c(c1)OCCO2)N(CCN1CCOCC1)c1nc2c(F)cc(F)cc2s1 returned AMPAR-TARP mod inactive, AMPAR-TARP mod agonism max-min 0.1 and AMPAR-TARP mod glutamate slope 43.
Screening O=C(Cn1nc(C(F)(F)F)c2c1CCCC2)N1CCN(Cc2ccccc2)CC1 returned AMPAR-TARP mod inactive, AMPAR-TARP mod agonism max-min 0.031 and AMPAR-TARP mod glutamate slope 49.
`COc1cccc(S(=O)(=O)NCc2ccc(C(=O)Nc3ccc(Cl)c(Cl)c3)cc2)c1` gave AMPAR-TARP mod inactive, AMPAR-TARP mod agonism max-min 0.074 and AMPAR-TARP mod glutamate slope 43.
`O=C(NCCC(c1ccccc1)c1ccccc1)C(=O)Nc1ccc2c(c1)OCCO2` gave AMPAR-TARP mod inactive, AMPAR-TARP mod agonism max-min 0.076 and AMPAR-TARP mod glutamate slope 61.
For CC(C)(C)OC(=O)NC12CC3CC(CC(C3)C1)C2 the results were AMPAR-TARP mod inactive, AMPAR-TARP mod agonism max-min 0.052 and AMPAR-TARP mod glutamate slope 49.
For O=C(CCC1CCCC1)N1CCN(c2ncnc3c2nnn3-c2cccc(F)c2)CC1 the results were AMPAR-TARP mod inactive, AMPAR-TARP mod agonism max-min 0.046 and AMPAR-TARP mod glutamate slope 66.
Screening CCc1ccc(S(=O)(=O)N2CCN(c3ccc(-c4cccnc4)nn3)CC2)s1 returned AMPAR-TARP mod inactive, AMPAR-TARP mod agonism max-min 0.13 and AMPAR-TARP mod glutamate slope 34.
For COC(=O)c1ccc2oc(=O)c(S(=O)(=O)N3CCN(C)CC3)cc2c1 the results were AMPAR-TARP mod inactive, AMPAR-TARP mod agonism max-min 0.15 and AMPAR-TARP mod glutamate slope 57.
CCOc1ccccc1NC(=O)Cn1cnc(C)cc1=O was read as AMPAR-TARP mod inactive, AMPAR-TARP mod agonism max-min 0.093 and AMPAR-TARP mod glutamate slope 63.
Screening O=C(NCCS(=O)(=O)NC(c1ccccc1)c1ccccc1)c1ccccc1 returned AMPAR-TARP mod inactive, AMPAR-TARP mod agonism max-min 0.13 and AMPAR-TARP mod glutamate slope 41.
`COc1ccc(S(=O)(=O)CC(=O)Nc2nc3c(Cl)ccc(Cl)c3s2)cc1` gave AMPAR-TARP mod inactive, AMPAR-TARP mod agonism max-min 0.034 and AMPAR-TARP mod glutamate slope 54.
Screening Cc1cccc(N2CCN(c3cc(C)nc4nc(C(F)(F)F)nn34)CC2)n1 returned AMPAR-TARP mod inactive, AMPAR-TARP mod agonism max-min 0.093 and AMPAR-TARP mod glutamate slope 50.
Cc1ccc(OCCn2c(C3CC(=O)N(Cc4ccccc4)C3)nc3ccccc32)cc1 (centres undefined) was read as AMPAR-TARP mod inactive, AMPAR-TARP mod agonism max-min 0.097 and AMPAR-TARP mod glutamate slope 70.
COc1ccc(Cl)cc1NC(=O)C1CN(C(=O)c2cc(C)on2)C1 was read as AMPAR-TARP mod inactive, AMPAR-TARP mod agonism max-min 0.12 and AMPAR-TARP mod glutamate slope 49.

A draw from above in order of number of heavy atoms, rising:
For CC(C)(C)OC(=O)NC12CC3CC(CC(C3)C1)C2 the results were AMPAR-TARP mod inactive, AMPAR-TARP mod agonism max-min 0.052 and AMPAR-TARP mod glutamate slope 49.
For COc1cc(S(=O)(=O)N2CCN(CCO)CC2)ccc1Cl the results were AMPAR-TARP mod inactive, AMPAR-TARP mod agonism max-min 0.079 and AMPAR-TARP mod glutamate slope 54.
`COc1ccc(S(=O)(=O)CC(=O)Nc2nc3c(Cl)ccc(Cl)c3s2)cc1` gave AMPAR-TARP mod inactive, AMPAR-TARP mod agonism max-min 0.034 and AMPAR-TARP mod glutamate slope 54.
COc1ccc(-c2coc3c4c(ccc3c2=O)OCN(CCCOC(C)C)C4)cc1 was read as AMPAR-TARP mod inactive, AMPAR-TARP mod agonism max-min 0.09 and AMPAR-TARP mod glutamate slope 52.
Cc1ccc(OCCn2c(C3CC(=O)N(Cc4ccccc4)C3)nc3ccccc32)cc1 (centres undefined) was read as AMPAR-TARP mod inactive, AMPAR-TARP mod agonism max-min 0.097 and AMPAR-TARP mod glutamate slope 70.
